inhibitors of VEEV – inhibitors of VEEV TC-83 cytopathic effect, confirmation, Vero cells (AID 588727). Vero cells, VEEV TC-83 cytopathic effect inhibition; higher % means a stronger effect. one-dose inhibition, % at 20 µM; IC50 in µM for titrated hits. 350,000 tested, 0.13% active; in the data active means a potency from the dose series; further: strong numbers were not always called active
H37Rv inhibition – M. tuberculosis growth inhibition, HTS (AID 449762); M. tuberculosis H37Rv growth inhibition, 7H9 media; higher % means a stronger effect; inhibition, % at 25 µM, or IC50 in µM where a hit was titrated; 330,000 tested, 0.59% active; in the data active means a potency from the dose series;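 further: bacterial growth assessed after seven days of incubation; strong numbers were not always called active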
influenza NS1A – H1N1 influenza NS1A inhibitors, functional cell based assay (AID 504329). NS1A functional cell-based assay, percent inhibition; higher % means a stronger effect. inhibition, % at 12.5 µM; hits with a dose series show IC50 in µM. 340,000 tested, 0.3% active; in the data active means a potency from the dose series; further: strong numbers were not always called active
Salmonella PhoP GFP – PhoP regulon inhibitors, Salmonella typhi PhoP promoter GFP reporter, confirmatory (AID 1850) | 310,000 tested, 0.33% active | inhibition, % at 50 µM; hits with a dose series show IC50 in µM | Salmonella Typhi PhoP-promoter GFP reporter, fluorescence, 4 h; higher % means a stronger effect; in the data active means a potency from the dose series;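 further: 0% = induced wells with vehicle and 100% = uninduced wells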
M. tuberculosis – growth inhibition of non-replicating M. tuberculosis (AID 488890); 320,000 tested, 0.39% active; one-dose inhibition, % at 25 µM; IC50 in µM for titrated hits; Mycobacterium tuberculosis non-replicating, growth inhibition; higher % means a stronger effect; in the data active means a potency from the dose series;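 further: plate controls were DMSO cells for no effect and high antibiotic wells for full effect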
inhibitors of VEEV 10K pilot screen – also measured in inhibitors of VEEV; calls as there; inhibition, %; measured here: 10K pilot screen inhibition
* marks the source's active call; other numbers are inactive results; i = inactive; . = no result given. Random draw from the library; about 1.4% have a hit in one of these screens.

SMILES	inhibitors of VEEV	H37Rv inhibition	influenza NS1A	Salmonella PhoP GFP	M. tuberculosis	others
CC(=O)c1c(C)[nH]c(C(=O)N2CCc3ccccc32)c1C	4.1%	-2.6%	2.4%	9.6%	8.4%	inhibitors of VEEV 10K pilot screen=1.6
O=C(C1=C[C@@H]2[C@H]3C(=O)N(c4ccc(Cl)cc4)C(=O)[C@H]3[C@@H](C(=O)c3ccc(Cl)cc3)N2C=C1)c1ccccc1	i	0.8%	5.4%	-5.1%	49.4%
C[C@@H]1NC(=O)[C@H](CCC(N)=O)NC(=O)c2cc([N+](=O)[O-])cc(I)c2NCCC[C@@H](C(N)=O)NC1=O	i	-9.4%	5.3%	4.9%	1.7%	inhibitors of VEEV 10K pilot screen=0.8
CC(C)OCCCN(C)C1CCN(S(=O)(=O)c2ccc(-c3ccc(=O)[nH]n3)s2)CC1	0.3%	1.5%	3.0%	-8.9%	12.6%
Cn1cc(C(=O)C(=O)N2CCCc3ccccc32)c2ccccc21	5.5%	-6.2%	-5.8%	-3.1%	14.7%
COc1ccc(C2/C(=C(\O)c3ccc(OC)c(Cl)c3)C(=O)C(=O)N2CCN(C)C)cc1 (stereo not given)	1.1%	-0.2%	-2.3%	2.8%	1.1%	inhibitors of VEEV 10K pilot screen=0.3
CC(=O)N1CCN(Cc2nc(-c3cccc(Cl)c3)no2)CC1	2.9%	-5.2%	-6.7%	12.7%	10.8%
CC(O)(CS(=O)(=O)Cc1ccccc1)c1ccccc1 (stereo not given)	i	-3.9%	-23.2%	-1.5%	-14.3%
CC(C)N(C)CCOC(=O)C1COc2ccccc2O1 (stereo not given)	i	5.2%	-2.5%	4.0%	-15.2%
CC(C)[C@H]1C(=O)Nc2ccccc2N1C(=O)N[C@@H](Cc1ccccc1)C(=O)N[C@@H](C(=O)O)c1ccccc1	0.2%	-5.9%	9.0%	9.1%	-20.4%
N=C1c2ccccc2CN1NC(=O)COc1ccc(Cl)cc1	i	-8.5%	9.2%	4.0%	-0.2%
CC(C(=O)Nc1ccc(O)c(C(=O)O)c1)N1C(=O)/C(=C/c2cccs2)SC1=S (stereo not given)	7.7%	-4.9%	9.7%	-16.1%	3.5%
COC(=O)/C=c1/sc2n(c1=O)CCN=2	i	-4.8%	-0.4%	3.4%	-11.1%
CCCCNC(=O)C(c1ccc(OCC(=O)OC)c(C(=O)OC)c1)N(CCOC)C(=O)CCCCCN1C(=O)NC(c2ccc(-c3ccccc3)cc2)C(C(=O)OCc2ccccc2)=C1C (stereo not given)	.	-0.6%	.	6.9%	19.2%
CC(=O)NC(c1ccc2ccccc2c1)c1ccc2cccnc2c1O (stereo not given)	6.4%	6.2%	23.8%	106µM*	0.9%
COC(=O)/C(C#N)=C\c1c(OC)[nH]c2ccccc12	9.5%	-6.6%	6.8%	-2.0%	24.2%
Cc1ccccc1NC(=O)c1ccc(CN2CCc3ccccc3C2)cc1	i	-4.7%	-1.1%	12.2%	10.2%
Cc1cc(OCCCCNC(C)C)cc(C(C)C)c1	i	-1.8%	5.3%	-5.3%	7.1%
COc1ccc(CNS(=O)(=O)NCc2ccc(C)cc2)cc1OC	0.3%	2.5%	-14.0%	1.3%	-0.9%
CC1(NC(=S)Nc2ccc(NC(=S)NC3(C)CCS(=O)(=O)C3)cc2)CCS(=O)(=O)C1 (stereo not given)	i	6.2%	.	3.0%	-3.1%
Fc1ccc(-c2cnc[nH]2)cc1	0.7%	6.2%	-7.6%	-2.7%	17.4%
Cc1ccc(S(=O)(=O)N(C)C)cc1NC(=O)C(C)OC(=O)c1cc[n+]([O-])cc1 (stereo not given)	0.8%	1.7%	-9.1%	.	-8.9%
COc1cc2[nH]c(=S)n(C3CCCC3)c(=O)c2cc1OC	1.8%	-9.2%	3.1%	0.0%	7.8%
CC[C@@]1(C(=O)OC)N[C@H](CN(C)S(=O)(=O)c2ccccc2)[C@@H]2C(=O)N(Cc3ccccc3)C(=O)[C@@H]21	0.3%	3.3%	6.6%	.	15.6%
C=CCN(C(=O)CCS(=O)(=O)c1cccc2nsnc12)c1ccccc1	1.2%	-1.8%	-4.7%	11.5%	19.9%

A run of entries from the list above, as a working copy:
SMILES	inhibitors of VEEV	H37Rv inhibition	influenza NS1A	Salmonella PhoP GFP	M. tuberculosis	others
CC1(NC(=S)Nc2ccc(NC(=S)NC3(C)CCS(=O)(=O)C3)cc2)CCS(=O)(=O)C1 (stereo not given)	i	6.2%	.	3.0%	-3.1%
Fc1ccc(-c2cnc[nH]2)cc1	0.7%	6.2%	-7.6%	-2.7%	17.4%
Cc1ccc(S(=O)(=O)N(C)C)cc1NC(=O)C(C)OC(=O)c1cc[n+]([O-])cc1 (stereo not given)	0.8%	1.7%	-9.1%	.	-8.9%
COc1cc2[nH]c(=S)n(C3CCCC3)c(=O)c2cc1OC	1.8%	-9.2%	3.1%	0.0%	7.8%
CC[C@@]1(C(=O)OC)N[C@H](CN(C)S(=O)(=O)c2ccccc2)[C@@H]2C(=O)N(Cc3ccccc3)C(=O)[C@@H]21	0.3%	3.3%	6.6%	.	15.6%
C=CCN(C(=O)CCS(=O)(=O)c1cccc2nsnc12)c1ccccc1	1.2%	-1.8%	-4.7%	11.5%	19.9%

Next results
SMILES	inhibitors of VEEV	H37Rv inhibition	influenza NS1A	Salmonella PhoP GFP	M. tuberculosis	others
Cc1ccccc1S(=O)(=O)N1[C@@H](c2ccc(F)cc2)C(C(=O)O)=CC[C@H]1c1ccc(Cl)cc1	i	0.1%	-13.9%	-0.8%	3.4%
O=C(Nc1nccs1)c1ccc[nH]c1=O	0.2%	-0.9%	-4.5%	-4.5%	-19.1%
Cc1ccc(C)c(N2CCN(S(=O)(=O)c3c(C)noc3/C=C/N(C)C)CC2)c1	4.4%	9.0%	8.4%	-0.8%	-14.4%
COCC(=O)n1cc(C(=O)OC)c2ccccc21	0.9%	-10.0%	2.7%	-11.6%	18.9%
O=S(=O)(c1ccc(NC(=S)NCc2ccncc2)cc1)N1CCCCC1	1.1%	3.0%	0.6%	-4.9%	16.9%
CN1CCN(c2ccc(C(N)=O)cc2N)CC1	i	1.2%	-4.0%	-1.6%	-6.9%
COc1ccccc1-n1cnnc1SC(C)C(=O)Nc1ccc(NC(C)=O)cc1 (stereo not given)	1.2%	1.6%	-10.2%	7.0%	-12.2%
CC(/C=N/n1c(-c2n[nH]c3c2CCC3)n[nH]c1=S)=C\c1ccco1	1.7%	1.7%	-0.2%	-23.3%	-15.3%
Cc1ccc(CNC(=O)c2ccc(NC(=O)C3=CSCCO3)cc2)cc1	11.3%	-1.4%	-1.4%	0.9%	16.7%
COc1ccc(/C=C2\CCc3ccccc3C2=O)cc1Cn1nc(C)cc1C	2.8%	-2.1%	9.1%	7.6%	28.9%
COC(=O)C1=C(c2ccc(OC(F)(F)F)cc2)C[C@@H]2CC[C@H]1N2C(=O)NCCCOC(C)C	i	5.0%	0.9%	.	-4.0%	inhibitors of VEEV 10K pilot screen=0.0
CC(C)(C)c1ccc(OCCCN2CCCC2)cc1	1.7%	1.2%	-8.0%	-5.1%	22.5%
Cc1cc(NC(=O)Nc2ccccc2Cl)no1	1.0%	1.1%	-3.6%	-3.3%	8.2%
COCc1c(C(=O)N2CCN(Cc3ccc4c(c3)OCO4)CC2)oc2ccccc12	1.2%	-5.8%	-2.6%	.	21.4%
O=C([C@H](Cc1ccccc1)N1C(=O)c2ccccc2C1=O)N1CCOCC1	1.8%	0.1%	18.2%	2.4%	-1.7%
CCn1c(SC(C)C)nnc1C1CCN(S(=O)(=O)c2ccc(OC)cc2)CC1	1.8%	6.0%	0.7%	-5.3%	10.7%
CCOc1cc(C(=O)N2CCN(c3ccccn3)CC2)cc(OCC)c1OCC	0.7%	4.5%	-4.5%	-7.1%	24.0%
O=C(CN(C(=O)c1csnn1)c1ccc(F)c(Cl)c1)NC1CCCC1	1.1%	2.0%	4.4%	0.2%	3.4%
Cn1c(COc2ccc([N+](=O)[O-])cc2)nnc1SCC(N)=O	i	-15.3%	-10.4%	0.0%	-13.5%
COc1ccc(NC(=O)CN2CCC3(O)CCCCC3C2c2cc(OC)ccc2OC)cc1 (stereo not given)	8.3%	4.2%	16.4%	3.4%	22.8%
O=C(NC1CCCCC1)NC1CC2CCC(C1)N2C(=S)NCc1ccco1 (stereo not given)	0.2%	4.7%	-4.1%	-0.8%	20.4%
CCOC(=O)c1c(N)c(C#N)c2n1CCCC2	3.8%	2.2%	-2.0%	7.6%	10.6%
CCC(C)NCCOCCSc1ccc(Cl)cc1 (stereo not given)	i	-4.3%	-6.8%	5.7%	14.6%
COc1cccc(OC)c1C(=O)NC(=S)NNC(=O)[C@H]1C[C@@H]1c1ccccc1	5.5%	-11.8%	-14.4%	3.3%	23.1%
COc1cccc(NC(=O)CCN2C(=O)c3ccccc3S2(=O)=O)c1	0.3%	.	-0.6%	4.6%	.

Reprinted at random: two entries already listed.
SMILES	inhibitors of VEEV	H37Rv inhibition	influenza NS1A	Salmonella PhoP GFP	M. tuberculosis	others
CC(C)(C)c1ccc(OCCCN2CCCC2)cc1	1.7%	1.2%	-8.0%	-5.1%	22.5%
CCOc1cc(C(=O)N2CCN(c3ccccn3)CC2)cc(OCC)c1OCC	0.7%	4.5%	-4.5%	-7.1%	24.0%

Back to the main list; the two compounds before the break are reprinted first.
SMILES	inhibitors of VEEV	H37Rv inhibition	influenza NS1A	Salmonella PhoP GFP	M. tuberculosis	others
COc1cccc(OC)c1C(=O)NC(=S)NNC(=O)[C@H]1C[C@@H]1c1ccccc1	5.5%	-11.8%	-14.4%	3.3%	23.1%
COc1cccc(NC(=O)CCN2C(=O)c3ccccc3S2(=O)=O)c1	0.3%	.	-0.6%	4.6%	.
Cn1nc(C(=O)Nc2cccc(S(N)(=O)=O)c2)c2ccccc2c1=O	1.4%	1.7%	-2.5%	2.9%	-8.8%
CCOC(=O)c1c(NC(=O)C2CCCO2)sc(C(=O)OC(C)(C)C)c1C (stereo not given)	i	9.4%	-0.3%	0.8%	59.0%
O=S(=O)(c1ccccc1)c1nc(-c2cccs2)oc1NCCCn1ccnc1	0.3%	-5.2%	-10.2%	-10.8%	29.4%
COc1ccc(OC)c(N(CC(=O)Nc2ccccc2C(=O)NCc2ccco2)S(C)(=O)=O)c1	0.8%	-0.5%	3.5%	2.6%	13.3%
Cc1ccc(C(=O)NCCn2ccc3ccccc32)cc1[N+](=O)[O-]	2.1%	1.0%	19.0%	6.5%	24.0%
O=C1CCCC(O)=C1N=Nc1cccc(C(=O)O)c1	i	-6.0%	-14.1%	-8.4%	-5.5%
COc1ccc(NC2=CC(c3cccc(OC)c3)N(c3ccc(OC)cc3)C2=O)cc1 (stereo not given)	0.9%	4.7%	0.8%	1.9%	-10.9%
FC(F)Oc1ccc(/C=N/c2c(-c3ccc(OC(F)F)cc3)nc3n2CCS3)cc1	7.8%	1.6%	26.2%	-2.4%	24.9%
CCN(C(=O)CSc1nc(-c2cccs2)nc2ccccc12)C1CCS(=O)(=O)C1 (stereo not given)	10.3%	5.9%	6.3%	.	-1.1%
COc1ccc(/C=C/C(=O)c2cc3c(cc2N)OCO3)cc1	6.2%	12.3%	11.8%	4.0%	22.6%
COc1ccc(OC)c(NC(=O)COC(=O)/C=C/c2c(C)nn(C3CCS(=O)(=O)C3)c2Cl)c1 (stereo not given)	1.9%	-4.8%	12.2%	2.6%	-1.8%
O=C1COC(c2ccccc2)C2CCCCN12 (stereo not given)	i	-6.5%	3.7%	1.5%	8.1%
Cc1ccc(C)c(Cn2nnc3c(=O)[nH]c(C4CCCN(S(=O)(=O)Cc5ccccc5)C4)nc32)c1 (stereo not given)	i	-3.4%	2.9%	-13.3%	-3.6%
CC(=O)c1c(C)nn(C(=O)N2CCOCC2)c1C	1.3%	-10.2%	11.1%	-4.6%	12.4%
CCN(CC)S(=O)(=O)c1ccc(C2CNC(=O)C2)cc1 (stereo not given)	1.0%	-10.6%	-1.0%	0.4%	-26.1%
O=C(NCC1COc2ccccc2O1)c1ccc(-n2cncn2)c([N+](=O)[O-])c1 (stereo not given)	4.9%	-4.2%	4.1%	-6.4%	4.2%
Cc1ccc(C)n1-c1ccc(C(=O)Nc2ccccc2)cc1	7.1%	1.7%	3.7%	7.7%	46.3%
CCn1c(SCC(=O)N2CCc3ccccc3C2)nc2c1c(=O)n(C)c(=O)n2C	i	7.1%	-2.2%	-4.0%	11.8%
Cc1cc(C)n(C(=O)c2c([N+](=O)[O-])cnn2C)n1	i	-6.0%	-3.0%	-5.6%	-23.1%
CCOC(=O)c1oc2ccc(CNCCO)c(Cl)c2c1C	3.0%	3.2%	-0.4%	13.6%	1.4%
CN1/C(=C\C(=O)c2ccccc2Cl)c2ccccc2CC1(C)C	0.6%	9.6%	3.2%	-3.6%	62.9%
Cc1oc(C2CC2)cc1C(=O)O	1.0%	3.7%	-7.7%	9.1%	10.9%

Entries from the list above containing a tert-butyl group:
SMILES	inhibitors of VEEV	H37Rv inhibition	influenza NS1A	Salmonella PhoP GFP	M. tuberculosis	others
CC(C)(C)c1ccc(OCCCN2CCCC2)cc1	1.7%	1.2%	-8.0%	-5.1%	22.5%
CCOC(=O)c1c(NC(=O)C2CCCO2)sc(C(=O)OC(C)(C)C)c1C (stereo not given)	i	9.4%	-0.3%	0.8%	59.0%

High-throughput results (PubChem BioAssay)
